Bioassay records: PubChem BioAssay, National Center for Advancing Translational Sciences (NCATS)
IDH1 R132H inh: blocks human mutant IDH1 R132H enzyme | IDH1-R132H enzyme, NADPH consumption, diaphorase/resazurin fluorescence | Potency, µM (series often up to 76.6 µM), for the others: at the highest dose activity change, negative = inhibition, most hits filed as inhibitors | 0.093% of 390,000 active | O75874; further: potency means the concentration at half of the fitted maximal effect; on the % scale 0 is the no-effect control and ±100 the full control effect; nearly all actives have a fitted effect of over 65% in size
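IDH1-R132H (0.5 ug/mL) preincubated 30 min with compound, then NADPH (0.016 mM) and alpha-KG (2 mM) added; 80 min at RT, pH 7.5. Remaining NADPH coupled via diaphorase/resazurin to fluorescence (540/590 nm); concentration-response curves normalized to no-enzyme control.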
RXFP1 agonist: agonists of human relaxin receptor RXFP1; Q9HBX9; HEK293T-RXFP1 cAMP TR-FRET, 30 min; response scale: percent of porcine relaxin response, buffer zero; Potency, µM (highest dose often 57.5 µM), without a hit: top-dose activation, actives largely listed as activators; 0.3% of 370,000 active; AID 2676; further: potency means the concentration at half of the fitted maximal effect; on the % scale 0 is the no-effect control and ±100 the full control effect; nearly all actives have a fitted effect of over 60% in size; many of its hits are not listed in these tables
Target sequence (Q9HBX9 whole entry, looked up): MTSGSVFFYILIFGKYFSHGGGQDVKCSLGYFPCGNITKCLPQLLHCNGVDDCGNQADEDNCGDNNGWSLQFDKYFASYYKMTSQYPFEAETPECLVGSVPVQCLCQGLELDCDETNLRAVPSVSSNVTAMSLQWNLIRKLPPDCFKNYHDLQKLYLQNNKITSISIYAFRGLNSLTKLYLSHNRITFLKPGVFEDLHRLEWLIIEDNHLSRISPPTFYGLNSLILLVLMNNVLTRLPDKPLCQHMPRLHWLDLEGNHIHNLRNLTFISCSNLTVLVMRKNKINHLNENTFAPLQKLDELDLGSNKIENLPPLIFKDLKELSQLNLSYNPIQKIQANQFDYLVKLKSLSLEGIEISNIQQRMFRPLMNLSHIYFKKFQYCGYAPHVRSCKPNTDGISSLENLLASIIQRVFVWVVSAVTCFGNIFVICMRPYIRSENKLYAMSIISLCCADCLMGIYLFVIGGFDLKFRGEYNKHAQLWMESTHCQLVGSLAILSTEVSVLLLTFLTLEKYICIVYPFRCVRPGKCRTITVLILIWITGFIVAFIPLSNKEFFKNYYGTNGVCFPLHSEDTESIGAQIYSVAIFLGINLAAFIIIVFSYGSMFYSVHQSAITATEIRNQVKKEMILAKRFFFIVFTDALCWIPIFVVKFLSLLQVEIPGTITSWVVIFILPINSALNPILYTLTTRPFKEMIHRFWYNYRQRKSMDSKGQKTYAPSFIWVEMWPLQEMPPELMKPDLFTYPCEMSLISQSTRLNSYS
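HEK293 cells stably expressing RXFP1, treated 30 min at 37C with compounds plus PDE4 inhibitor Ro 20174; cAMP measured by HTRF TR-FRET. Normalized to buffer and 29 nM porcine relaxin; EC50 by Hill fit.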
PI4K2A inh: PI4K2A (human) kinase inhibition; Q9BTU6; purified PI4K2A, ADP-Glo luminescence, 1 h; stronger effect = lower value; activity change, negative = inhibition, % at 76.9 µM; 0.13% of 420,000 active; in the data active means activity change below about -50%; inconclusive means mostly about -30% to -49%;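 further: -100% = wells without enzyme as full effect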
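In this quantitative HTS, ADP production by PI4K2A was quantified luminescently after 1 h at ambient temperature; 100 microM adenosine served as plate-quality control.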
USP1 inh: blocks the human USP1/UAF1 deubiquitinase complex | recombinant USP1/UAF1, Ub-Rhodamine cleavage fluorescence | Potency, µM (doses to about 57.1 µM), for inactives: top-dose activity change, negative = inhibition, usual class: inhibitors | 0.23% of 390,000 active | O94782; further: potency means the concentration at half of the fitted maximal effect; on the % scale 0 is the no-effect control and ±100 the full control effect; nearly all actives have a fitted effect of over 60% in size; inactives centre near -12
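USP1/UAF1 complex (1 nM) preincubated 15 min at room temperature with compound, then Ub-Rho substrate (150 nM final) added. Kinetic fluorescence at 480/540 nm over 6 reads at 60 s intervals; 50 mM HEPES pH 7.8, 0.5 mM EDTA, 0.1 mg/ml BSA, 1 mM TCEP, 0.01% Tween-20.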
LDHA block: inhibitors of human lactate dehydrogenase A; purified LDHA, NADH/diaphorase-resazurin fluorescence; stronger effect = lower value; activity change, % (values are at about 110 or 230 µM); 0.15% of 480,000 active; AID 1347041; in the data active means activity change below about -30%; inconclusive means mostly about -25% to -30%;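 further: plate controls were DMSO wells for no effect and wells without enzyme for full effect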
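Enzyme activity of human lactate dehydrogenase 5 (2 nM; 0.06 mM NADH, 0.2 mM pyruvate, 5 min, RT) is measured via a resazurin/diaphorase fluorescence readout of residual NADH.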
TrxR1 substrate: rat thioredoxin reductase 1 substrate activity; purified TrxR1 substrate turnover, NADPH consumption readout; Potency, µM (highest dose often 114 µM), for inactives: at the highest dose activity change, negative = substrate turnover; 0.01% of 390,000 active; AID 588456; further: potency means the concentration at half of the fitted maximal effect; on the % scale 0 is the no-effect control and ±100 the full control effect; nearly all actives have a fitted effect of over 50% in size
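Rat TrxR1, dispensed at 90 nM, was prereduced with 400 uM NADPH (final) for 5 min at ~22 deg C, then incubated with compound 15 min before 400 uM selenite. A first-read NADPH fluorescence drop versus no-compound background flagged substrates.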
Glioma ERSR ind: ER stress response induction in glioma. Potency, µM, for the others: top-dose activation, actives largely listed as activators. U87-MG GRP78 promoter luciferase reporter, 16 h. 0.02% of 420,000 active; further: potency means the concentration at half of the fitted maximal effect; series mostly up to about 76 µM; % of control where 0% means no effect; nearly all actives have a fitted effect of over 35% in size
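Stably transfected U87-MG human glioma cells carrying a GRP78-based luminescent sensor were seeded at 1000 cells/well, pin-dosed with compounds and incubated 16 h. Luciferase reagent was then added, and end-point luminescence was read after 10 min at room temperature.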
Vif-APOBEC3F blk: Vif-A3F binding inhibition; 0.2% of 390,000 active; HeLa A3F-eYFP + Vif (tagged APOBEC3F with the HIV-1 protein that degrades it), YFP fluorescence increase; Potency, µM (doses to about 46.1 µM), without a hit: at the highest dose activity, negative = active; AID 602313; further: potency means the concentration at half of the fitted maximal effect; % of control where 0% means no effect; nearly all actives have a fitted effect of over 65% in size
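Fluorescence increase (Ex 488/Em 500-530) after overnight compound treatment at 37 deg C flags inhibition of Vif-driven A3F-eYFP loss in stable HeLa A3F-eYFP/Vif cells seeded overnight beforehand.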
Vif-APOBEC3G blk: Vif-A3G binding inhibition. Q9HC16. HeLa A3G-eYFP + Vif (tagged APOBEC3G with the HIV-1 protein that degrades it), YFP fluorescence, overnight. Potency, µM (highest dose often 46.1 µM), without a hit: top-dose activity, negative = active, actives largely listed as inhibitors. 0.076% of 410,000 active;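 further: potency means the concentration at half of the fitted maximal effect; on the % scale 0 is the no-effect control and ±100 the full control effect; nearly all actives have a fitted effect of over 60% in size; hits raise eYFP signal because A3G escapes Vif-driven loss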
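HeLa cells stably expressing Vif and C-terminally eYFP-tagged A3G, seeded overnight at 37 deg C, then exposed to compound by pintool overnight at 37 deg C. Rise in yellow fluorescence (Ex 488/Em 500-530, Acumen) marks blocked Vif-driven A3G degradation.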
An asterisk follows results filed as active; ? = inconclusive; . = no result given; & = joins results of further samples; [ ] = remark or other dose. Unless noted, the call rests on the fitted dose curve; in most records, active means well fitted curve in the direction sought with a large enough effect; inconclusive means small, poorly fitted or top-dose-only effect, or another doubt; inactive means no such curve, though single readings can be large; an effect the other way counts as inactive or inconclusive. Some of the compounds tested; rates above refer to the full screens.

No.	mol	TrxR1 substrate	Vif-APOBEC3G blk	LDHA block	PI4K2A inh	USP1 inh	IDH1 R132H inh	Vif-APOBEC3F blk	Glioma ERSR ind	RXFP1 agonist
1	Cc1cc(NC(=O)c2cc(-c3ccc(Cl)c(Cl)c3)on2)n(-c2ccccc2)n1	-2%	0%	-13	1	-17%	21%	?	1%	0.4%
2	CCN(CC)c1ccc(C(=O)NNC(=O)C2CCN(c3ncnc4sc(C)c(C)c34)CC2)cc1	.	1%	-8	-1	-22%	-1%	6%	0%	.
3	CCOc1ccc(-n2nc(C(=O)N3CCN(CC)CC3)c3ccccc3c2=O)cc1	-1%	0%	5	3	0%	5%	-9%	-6%	-0.2%
4	O=C1NN(CCO)C(=S)Nc2ccccc21	.	0%	-1	-7	3%	-5%	-13%	-4%	.
5	CCn1c(/C=C/c2ccccc2)nc2ccccc21	145%[activator]	-6%	-1	-2	-24%	13%	0%	1%	0.2%
6	Clc1ccc(NCc2cccnc2)cc1	9%[57.1 µM]	0%	-1	-9	-14%	2%	12%	-2%	1.0%
7	Cc1c(O)c(CN2CCCCC2)cc2c3c(c(=O)oc12)CCC3	.	-1%	4	-4	-19%	2%	-5%	-6%	15%
8	CC(=O)Nc1ccc(S(=O)(=O)NCc2ccc(C(=O)NCc3ccc4c(c3)OCO4)cc2)cc1	2%	-4%	-5	0	-19%	3%	-6%	3%	1.8%
9	COc1ccc(/C(C)=N/NC(=O)C2CC2)cc1	5%	-2%	0	5	-19%	5%	3%	1%	0.2%
10	Cc1ccc(COc2ccc(C(=O)NN)cc2)cc1	1%	-1%	-2	6	-10%	-3%	-9%	7%	0.6%
11	COc1ccc(NC(=O)c2c(C(=O)Nc3ccccc3)sc3nc(C)cc(=O)n23)cc1	3%	-2%	-2	1	-1%	-4%	-9%	-1%	0.8%
12	NS(=O)(=O)c1ccc(CCNC(=O)c2ccc(CS(=O)(=O)c3ccc(Br)cc3)o2)cc1	7%	-7%	-1	-1	-20%	16%	2%	-3%	1.2%
13	CCOC(=O)CN1C(=O)N[C@@H](CCc2ccccc2)[C@@H](C(=O)OC)[C@H]1C	-2%	0%	-9	-2	-9%	-2%	-1%	-2%	.
14	CCC1(c2ccccc2)NC(=O)N(CC(=O)Nc2ccc(S(N)(=O)=O)cc2)C1=O (configuration not stated)	12%[57.1 µM]	-1%	-3	-3	-4%	-1%	7%	-6%	0.9%
15	O=S(=O)(c1ccccc1)N1CCc2ccccc2C1	3%	0%	-8	-5	-8%	7%	-1%	-2%	1.2%
16	NC(=O)NN=C1C2CCCC1C(c1ccccc1)NC2c1ccccc1 (configuration not stated)	-19%[57.1 µM]	5%	0	1	-15%	3%	-3%	0%	0.9%
17	CC(O)[C@@H](C(=O)N1CCNCC1)n1cc(CCCCN)nn1 (some centres not stated)	8%[57.1 µM]	-1%	-9	-4	-12%	-1%	1%	-1%	0.6%
18	Cc1cc2oc(=O)cc(COC(=O)Cn3cnnn3)c2cc1C(C)C	10%	1%	0	-2	-10%	1%	-3%	3%	-2.2%
19	CCOC(=O)c1ccc(NC2c3ccccc3C(=O)N2c2cccnc2)cc1 (configuration not stated)	5%[57.1 µM]	1%	-7	0	-16%	17%	3%	-5%	0.3%
20	COc1cc(OC)c(OC)cc1CNCc1ccco1	6%[57.1 µM]	-3%	-16	-4	?	5%	5%	-2%	3.5%
21	CNC(=O)c1ccc(Nc2nnc(-c3ccc(C)c(S(=O)(=O)N4CCCCC4)c3)c3ccccc23)cc1	4%	3%	-10	-4	-12%	-3%	1%	1%	-1.1%
22	CCOc1ccc(N(CC(=O)N2CCCC2)S(=O)(=O)c2ccc(Cl)cc2)cc1	3%	-3%	-6	-2	-9%	-8%	3%	0%	4.1%
23	O=C(CC1C(=O)NCCN1Cc1ccoc1)NCc1cccc(OC(F)(F)F)c1 (configuration not stated)	-1%	0%	-2	-1	-15%	4%	-1%	-4%	3.4%
24	CCc1cccc(C)c1N(C(=O)Cn1c(=O)[nH]c2ccccc21)C(C)COC (configuration not stated)	9%[57.1 µM]	0%	-8	3	-8%	0%	0%	0%	2.7%
25	Cc1ccc(S(=O)(=O)NCC(=O)N(CC(=O)NCc2ccco2)Cc2ccc(F)cc2)cc1	4%	2%	-3	1	-12%	0%	6%	0%	0.1%
26	CCN(CC(=O)NC1CCS(=O)(=O)C1)S(=O)(=O)c1cc(Br)ccc1Br (configuration not stated)	10%	0%	-2	-4	-3%	3%	2%	-6%	0.7%
27	C=CCNC(=O)COC(=O)c1nc2nccc(C)n2n1	7%	1%	-4	-6	?	-3%	-44%	0%	16%
28	COc1ccccc1-c1cc(C(=O)NCc2ccc(F)cc2)no1	4%	-17%	-9	-9	-11%	4%	-20%	-2%	0.8%
29	O=c1ccc2cc(S(=O)(=O)N3CCN(c4cc(Cl)ccc4Cl)CC3)ccc2o1	3%	3%	2	2	-8%	4%	0%	-4%	1.0%
30	CCOC(=O)C(C)S(=O)(=O)c1ccc(C(F)(F)F)cn1 (configuration not stated)	1%[57.1 µM]	-2%	-6	5	-8%	12%	1%	-1%	0.7%
31	O=C(OCC#CCSc1nnc(-c2cccc3ccccc23)o1)c1cc2ccccc2o1	38%[activator][57.1 µM]	3%	2	4	.	.	4%	-4%	2.2%
32	Cc1ccc(-c2nc(S(=O)(=O)c3ccc(C)cc3)c(SCC(=O)NC3CCCCC3)o2)cc1	9%[2.29 µM]	1%	-7	1	9%	-14%	4%	-4%	-3.0%
33	O=Cc1c(NC2CCCCC2)c2ccccc2[nH]c1=O	6%[57.1 µM]	0%	0	0	-15%	4%	10%	2%	1.6%
34	CCc1cccc(C)c1Nc1c(-c2cccc(O)c2)nc2sccn12	-12%	-1%	-2	9	-23%	?	-25%	-2%	0.2%
35	COCCSc1nnc(NC(=O)CS(=O)(=O)c2ccc(C)cc2)s1	3%[57.1 µM]	2%	-5	1	-16%	-3%	2%	-3%	4.8%
36	O=C(OCC(=O)N1CCN(C(=O)c2ccco2)CC1)c1cc(-c2ccc(Cl)c(Cl)c2Cl)nc2ccccc12	13%	1%	-10	-5	?	7%	1%	-4%	-0.9%
37	CCOC(=O)c1sc2nc(SC)nc(-c3ccc(Cl)cc3)c2c1N	-2%	-2%	1	2	-3%	4%	4%	-3%	0.3%
38	O=C(O)C[C@H]1c2cc(C(F)(F)F)ccc2S(=O)(=O)N1Cc1ccccc1	3%&2%	-2%&3%	1	4	2%	-3%	-4%	-3%&-3%	.
39	O=c1c2ccccc2nc2n1CCCCC2	2%[57.1 µM]	-3%	-5	9	-7%	9%	-11%	-3%	-1.6%
40	O=C(Cn1ncn2cccc2c1=O)N1CCCCC1	-2%	0%	-13	-13	-23%	-1%	.	-5%	0.0%
41	COc1cc(/C=C(/Sc2nnc(-c3ccc(F)cc3)o2)C(=O)O)ccc1OC(F)F	-1%[57.1 µM]	-12%	-1	2	-15%	-16%	12%	-1%	-0.6%
42	COC(=O)C1=C2SCC(=O)N2C(N)=C(C#N)C1	6%[57.1 µM]	2%	1	3	-2%	1%	2%	-1%	-0.2%
43	CC(=NNC(N)=O)C1CC2CCC1CC2 (configuration not stated)	.	1%	-3	-3	-2%	6%	-6%	-2%	.

Gathered by group: the compounds so far containing a furan ring, fused or not
No.	mol	TrxR1 substrate	Vif-APOBEC3G blk	LDHA block	PI4K2A inh	USP1 inh	IDH1 R132H inh	Vif-APOBEC3F blk	Glioma ERSR ind	RXFP1 agonist
12	NS(=O)(=O)c1ccc(CCNC(=O)c2ccc(CS(=O)(=O)c3ccc(Br)cc3)o2)cc1	7%	-7%	-1	-1	-20%	16%	2%	-3%	1.2%
20	COc1cc(OC)c(OC)cc1CNCc1ccco1	6%[57.1 µM]	-3%	-16	-4	?	5%	5%	-2%	3.5%
23	O=C(CC1C(=O)NCCN1Cc1ccoc1)NCc1cccc(OC(F)(F)F)c1 (configuration not stated)	-1%	0%	-2	-1	-15%	4%	-1%	-4%	3.4%
25	Cc1ccc(S(=O)(=O)NCC(=O)N(CC(=O)NCc2ccco2)Cc2ccc(F)cc2)cc1	4%	2%	-3	1	-12%	0%	6%	0%	0.1%
31	O=C(OCC#CCSc1nnc(-c2cccc3ccccc23)o1)c1cc2ccccc2o1	38%[activator][57.1 µM]	3%	2	4	.	.	4%	-4%	2.2%
36	O=C(OCC(=O)N1CCN(C(=O)c2ccco2)CC1)c1cc(-c2ccc(Cl)c(Cl)c2Cl)nc2ccccc12	13%	1%	-10	-5	?	7%	1%	-4%	-0.9%
